# PHOSPHO1 inh = PubChem AID 1565. Phosphoethanolamine/phosphocholine phosphatase (Homo sapiens), Q8TCT1. recombinant PHOSPHO1, absorbance phosphatase assay. inhibition, % at 13.3 µM. 1.1% of 290,000 active; in the data active = inhibition above about 60%
# Target sequence (Q8TCT1 whole entry, looked up): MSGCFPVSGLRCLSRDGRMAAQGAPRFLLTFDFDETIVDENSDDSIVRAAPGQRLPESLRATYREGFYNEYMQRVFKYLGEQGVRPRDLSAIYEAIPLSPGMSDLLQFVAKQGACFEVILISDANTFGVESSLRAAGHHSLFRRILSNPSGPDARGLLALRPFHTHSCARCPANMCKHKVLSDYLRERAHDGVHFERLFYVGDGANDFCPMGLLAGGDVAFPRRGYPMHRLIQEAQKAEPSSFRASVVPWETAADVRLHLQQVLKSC
# MEKK3 PB1 HTS = modulators of MEKK3-MEK5 PB1 binding, primary screen, biochemical, wildtype MEKK3, multiplex bead flow cytometry, Alexa488-MEK5; Mitogen-activated protein kinase kinase kinase 3 (Homo sapiens), Q99759; bead-based flow cytometry, Alexa488-MEK5 binding to MEKK3; actives lie on both sides; 0 = blocked by unlabeled MEK5, 100 = vehicle; binding response (% of control), % at 10 µM; 1.4% of 290,000 active;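 active = binding response more than 3 SD above or below the average of its plate-row segment, actives on both sides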;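 note: Alexa488 bead fluorescence after subtracting the streptavidin-only scavenger bead signal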
# Target sequence (Q99759 whole entry, looked up): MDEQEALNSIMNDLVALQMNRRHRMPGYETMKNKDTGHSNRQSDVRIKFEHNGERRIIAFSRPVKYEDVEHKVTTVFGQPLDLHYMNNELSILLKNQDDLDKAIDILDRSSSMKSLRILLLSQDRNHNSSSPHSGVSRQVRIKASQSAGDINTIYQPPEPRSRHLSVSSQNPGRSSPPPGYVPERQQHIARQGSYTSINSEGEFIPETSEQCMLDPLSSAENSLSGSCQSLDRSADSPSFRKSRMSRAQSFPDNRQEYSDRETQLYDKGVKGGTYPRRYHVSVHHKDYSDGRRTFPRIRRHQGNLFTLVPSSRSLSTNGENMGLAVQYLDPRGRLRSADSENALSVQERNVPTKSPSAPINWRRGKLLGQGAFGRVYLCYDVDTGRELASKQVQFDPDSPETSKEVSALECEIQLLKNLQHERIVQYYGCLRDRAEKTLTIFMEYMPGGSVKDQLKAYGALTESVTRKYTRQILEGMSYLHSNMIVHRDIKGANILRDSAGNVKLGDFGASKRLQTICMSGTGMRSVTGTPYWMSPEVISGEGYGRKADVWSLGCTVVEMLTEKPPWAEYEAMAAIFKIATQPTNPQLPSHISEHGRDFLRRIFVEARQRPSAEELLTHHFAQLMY
# MEKK2mut PB1 HTS = MEK5 binding signal on mutant MEKK2 PB1, primary screen, biochemical, multiplex bead flow cytometry, Alexa488-MEK5. Alexa488-MEK5 binding to MEKK2 mutant. percent response, % at 10 µM. 0.35% of 290,000 active; in the data active = percent response above about 24%, passing the limit was not always enough; note: inactives centre near 1; some results filed as inactive read as strong as hits; reference of the scale not given here
# GalR3 antag = GalR3 antagonists in HEK293 cells, primary screen, cell-based, fluorescence readout; AID 651719, 2012; inhibition, % at 3 µM; HEK293 GalR3-CNG cAMP membrane potential fluorescence; galR3 body fused to GalR1 C-terminus; 0.44% of 360,000 active;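 active = inhibition above the screen-wide average plus 3 SD, cut at about 13% in these data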;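 note: forskolin and galanin both at EC90 stimulate the cells; cAMP rise reported by CNG channel membrane potential dye signal; 0% = forskolin plus galanin with DMSO and 100% = forskolin alone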
# MEKK2wt PB1 HTS = modulators of MEK5 binding to wildtype MEKK2, primary screen, biochemical, multiplex bead flow cytometry, Alexa488-MEK5; binding response (% of control), % at 10 µM; Mitogen-activated protein kinase kinase kinase 2 (Homo sapiens), Q9Y2U5; Alexa488-MEK5 binding to MEKK2 WT; actives lie on both sides; 1.1% of 290,000 active; in the data active = binding response below about 67% or above about 130%
# NALP1 inh = NALP1 inflammasome inhibitors in reconstituted yeast, colorimetric, S. cerevisiae, triplicate retest; 0.61% of 280,000 active; S. cerevisiae NALP1/ASC/caspase-1 growth, X-gal OD620, 72 h; inhibition, % at 10 µM; AID 2071, 2009; in the data active = inhibition mostly above about 24%, no sharp cut-off; inactive = mostly below about 32%; note: some compounds called inactive have numbers as strong as hits
# GPR7 antag = GPR7 receptor antagonists, primary screen, cell-based, fluorescence, single concentration; Neuropeptides B/W receptor type 1 (Homo sapiens), P48145; GPR7-expressing cells, fluorescence antagonist assay; inhibition, % at 4.4 µM; 1.1% of 290,000 active; AID 1861, 2009; in the data active = inhibition above about 16%, passing the limit was not always enough;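 note: cells stimulated with the agonist NPW; 0% = agonist with vehicle and 100% = vehicle without agonist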
# OXTR agonist = human OXTR agonists, primary screen, fluorescence, CHO-OTR cells, Fluo-8 calcium | Oxytocin receptor (Homo sapiens), P30559 | Fluo-8 calcium fluorescence; normalized: DMSO 0%, oxytocin 100% | activation, % at 3 µM | 0.32% of 320,000 active | AID 2435, 2010;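 active = activation above the mean of all tested compounds plus 3 SD, cutoff set per screening run, cut at about 20% in these data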;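 note: peak over basal fluorescence ratio from a 100 s FLIPR kinetic read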
# V1aR counter = agonists of human V1a receptor, primary screen, counter-screen for OXTR agonist project, fluorescence, CHO-V1R cells. 0.25% of 320,000 active. Fluo-8 calcium fluorescence, agonist mode; 0% DMSO, 100% 3 nM vasopressin. Vasopressin V1a receptor (Homo sapiens), P37288. activation, % at 3 µM;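 active = activation above the mean activation of all tested compounds plus 3 SD, per screening run, cut at about 20% in these data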;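 note: signal is peak over basal fluorescence ratio across a 100 second FLIPR read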
# Active calls of the source: *; . = not tested or not shown; [ ] = dose if it differs, or a comment.
SMILES,PHOSPHO1 inh,MEKK3 PB1 HTS,MEKK2mut PB1 HTS,GalR3 antag,MEKK2wt PB1 HTS,NALP1 inh,GPR7 antag,OXTR agonist,V1aR counter
Cc1ccnn1C(C)C(=O)O (configuration not stated),24,98,-6,-4,95,-4,-11,0.1,0.5
CCCCc1nnc(NC(=O)Cn2cnc3ccccc3c2=O)s1,6,101,-5,-5,96,-15,-4,0.8,0.1
CCC1(CC)C(=O)NC(=O)NC1=NCCc1ccc(O)cc1,36,105,5,5,103,24,-9,0.7,-0.2
Cc1ccc(CCNC(=O)C2CCN(S(=O)(=O)N3CCC4(CC3)OCCO4)CC2)cc1,30,.,.,-6,.,-4,-10,-0.7,1.0
CCOC(=O)N1CCN(C(=O)CSc2nc3c(cnn3-c3ccccc3)c(=O)[nH]2)CC1,1,108,12,.,111,39,-16,-0.5,-0.6
COc1cc(NC(=O)c2cc([N+](=O)[O-])ccc2N2CCOCC2)ccc1NC(=O)c1ccco1,13,103,-5,-1,98,3,-11,-0.5,0.2
CN1CCC(=NNC(=O)c2ccc(N(Cc3ccccc3Cl)S(C)(=O)=O)cc2)CC1,1,85,-5,0,91,33,4,0.6,1.0
CC1CN(C(=O)c2cc(S(=O)(=O)N3CCCC3)c(Cl)cc2Cl)CC(C)O1 (configuration not stated),-6,102,1,-3,99,25,-10,0.0,0.1
Cc1[nH]nc(SCC(=O)N2CCC(C)CC2)c1[N+](=O)[O-],5,96,-4,0,91,18,-7,-1.4,0.1
CN1CCN(S(=O)(=O)c2cc([N+](=O)[O-])ccc2Cl)CC1,39,92,-5,0,93,0,10,0.7,0.4
CS(=O)(=O)ON=C1CCN(S(=O)(=O)c2ccccc2)CC1,24,103,-7,-1,97,-5,0,1.0,-0.1
CC(C)c1onc(C(=O)N2CCC(C(N)=O)CC2)c1[N+](=O)[O-],22,83,-8,-5,79,.,-5,0.4,0.3
O=C(COc1cccc2cccnc12)N/N=C/c1ccccc1O,12,104,1,-3,100,-4,15,-0.5,0.8
COc1cc(NC(=O)C2CC(=O)NC3=C2C(=O)CC(C)(C)C3)c(OC)cc1Cl (configuration not stated),-16,95,-7,-2,91,-5,-12,-0.7,-0.8
O=C(NCC(=O)N1CCOCC1)c1ccc(Cl)cc1,14,98,4,0,103,20,-19,-0.4,-0.7
NS(=O)(=O)c1ccc(NC(=O)c2ccc(CSc3ccccc3)o2)cc1,33,103,-1,-3,100,12,-4,1.6,6.3
O=C(Nc1ccccc1N1CCOCC1)c1cccnc1,24,128*,2,-3,112,5,-11,1.8,0.8
C#CCOCCOCCOCCNc1nc(N2CCN(C(=O)[C@H]([C@@H](C)CC)n3cc([C@@H](N)Cc4ccc(O)cc4)nn3)CC2)nc(N2CCN(C(=O)[C@H]([C@@H](C)CC)n3cc([C@@H](N)CC(C)C)nn3)CC2)n1,18,94,20,-4,139*,8,1,0.3,1.2
CN(C(=O)CN1CCC(NC(=O)c2ccccc2Br)CC1)C1CCCCC1,23,105,5,-4,108,-14,-3,0.5,0.7
Cc1ccc(-c2nc(C(F)(F)F)cc(=O)[nH]2)cc1,51,101,1,-3,97,-13,-16,-0.9,1.5
Cc1cccc(N2C(=O)CSC23CCCCC3)c1,16,91,-14,11,82,35*,1,-0.6,-0.5
Cc1ccc(-c2csc3nc4c5ccccc5c(NCCCN5CCOCC5)nn4c(=O)c23)cc1,22,103,15,.,145*,14,-9,0.6,0.3
CCC(c1nnnn1CCc1ccccc1)N1CCN(c2ccc(OC)cc2)CC1 (configuration not stated),9,101,3,-3,106,-11,11,-0.5,-1.1
C/C(CC(=O)NCCCN1CCOCC1)=N\NC(=O)COc1ccc(Cl)cc1,15,99,2,-2,103,-3,-12,-1.1,1.0
O=C(CCn1c(=O)c2ccccc2n(CC(=O)NC2CCCC2)c1=O)NCc1ccco1,-6,101,1,2,103,-1,-12,4.3,0.3

# (more compounds)
SMILES,PHOSPHO1 inh,MEKK3 PB1 HTS,MEKK2mut PB1 HTS,GalR3 antag,MEKK2wt PB1 HTS,NALP1 inh,GPR7 antag,OXTR agonist,V1aR counter
Cc1cccc[n+]1CC(=O)Nc1ccc([N+](=O)[O-])cc1,-40,107,2,-12,111,9,-13,0.4,-0.1
CC1C=CCC2C(=O)N(c3ccccc3OC(=O)c3cccs3)C(=O)C12 (configuration not stated),-17,79,-13,-5,79,-25,-9,0.2,0.8
NC(=O)c1ncn([C@@H]2O[C@H](CO)[C@@H](O)[C@H]2O)c1O,-6,91,2,.,107,13,-12,1.9,0.3
CCOC(=O)N1CCN(C(=O)c2ccc3c(SCC(=O)O)c4c(nc3c2)CCC4)CC1,9,102,8,.,103,-11,-3,-0.2,0.8
O=C1CSC(c2ccccc2)N1c1ccc([N+](=O)[O-])cc1 (configuration not stated),.,106,1,-9,106,4,2,0.2,-1.6
COc1ccc(/C=C(\C#N)C(=O)NCc2cccnc2)cc1OC,17,97,-9,-6,90,3,0,0.0,-0.3
O=C(O)C1C2C=CC(C2)C1C(=O)N1CCOCC1 (configuration not stated),-3,101,1,-12,99,-14,-2,0.3,-0.5
CS(=O)(=O)C1=NSC2=NC(=O)/C(=C\c3ccc(OC(=O)c4ccco4)cc3)C(=N)N21,24,98,-2,.,98,20,9,-0.3,0.5
COc1ccc2[nH]c(=O)c(-c3noc(-c4ccccc4)n3)cc2c1,11,99,-1,-3,100,5,-18,-0.9,-0.9
N#CCSc1nc2scc(-c3cccs3)c2c(=O)n1CCc1ccccc1,34,105,-1,-5,97,7,-2,0.0,0.1
Cc1ccc2oc(=O)c3cc(C(=O)NCCCN4C(C)CCCC4C)sc3c2c1 (configuration not stated),12,100,8,-3,130,8,-2,-0.1,1.9
CC1C(=NO)C(C)C(c2ccc(N(C)C)cc2)NC1c1ccc(N(C)C)cc1 (configuration not stated),11,.,.,-9,.,8,17,-2.4,-1.7
O=C1NCCN(Cc2ccc(Cl)c(F)c2)C1CC(=O)N1CCCCO1 (configuration not stated),19,97,-10,0,89,4,-5,-0.5,1.3
CCCCSc1nc(C(=O)O)cc(=O)[nH]1,-6,98,-8,1,98,-1,-11,0.1,0.9
O=C(CSc1nccn1Cc1ccco1)Nc1ccc(F)cc1,8,101,-4,-2,102,9,5,-0.9,-0.5
CC(=O)c1ccc2c3c(ccc(O)c13)CC2,-10,98,1,-2,101,33,-13,-1.8,-1.4
Cc1ccc(C(=O)O)cc1NC(=O)c1ccc(Cn2nc(C)c(Cl)c2C)o1,8,102,-5,-2,96,-12,-3,0.8,0.7
COc1ccc(-c2nc(C(N)=O)c3[nH]c(=O)n(-c4ccccc4OC)c3n2)c(OC)c1,-3,102,8,4,106,-17,-9,0.1,-0.4
COc1ccc(-c2c(C)[nH]n3c(=O)c(Cc4ccccc4)c(C)nc23)cc1,-2,104,10,0,94,-2,0,6.7,6.6
Cn1c(SCc2cc(=O)n3cc(Br)ccc3n2)nnc1C1COc2ccccc2O1 (configuration not stated),73*,103,-2,-3,101,16,-3,-1.8,0.9
O=C(c1ccccc1)c1ccc(Oc2ncccn2)cc1,-7,0.0*[inhibitor],-17,-3,-1.0*[inhibitor],13,-4,-0.9,0.1
COC(=O)C(Cc1ccccc1)NC(=O)c1cc(S(=O)(=O)N(C)C)ccc1Cl (configuration not stated),32,92,-7,1,88,0,0,0.9,0.8
COC(=O)C1CCN(CC(=O)NC(=O)NC2CCCCC2)CC1,36,94,-2,-5,97,-2,-12,1.4,1.2
COc1cc(-c2noc(C)c2C#CC2(O)CCCCC2)cc(OC)c1OC,20,102,2,-4,102,29,-14,-2.4,-1.5
CC(C)NC(=O)CN1CCN(C(=O)c2ccc3oc(CCCc4ccccc4)nc3c2)CC1,32,99,2,1,101,20,2,-0.5,6.4
CCOC(=O)C1(Cc2ccc(OC)cc2)CCN(C(=O)CN2CCCCC2=O)CC1,27,92,-9,2,84,-9,4,0.4,0.6
Cc1nccc(-c2ccc(-n3c(C)ccc3C)cc2)n1,42,102,0,-3,95,-6,-14,1.6,-0.4
Cn1cc(C(N)=O)c2ccccc21,3,113,4,-6,106,-6,-2,-0.6,-0.1
CCc1ccc(C(=O)NNc2ccc(C)c(Cl)c2)cc1,30,105,1,0,103,9,-8,-3.0,-0.7
